Compound activity deposited in PubChem BioAssay by National Center for Advancing Translational Sciences (NCATS).
G9a block: G9a (human) methyltransferase inhibition; 350,000 tested, 8.8% active; G9a H3K9 monomethylation, AlphaScreen, 2 h; Potency, µM (doses to about 102 µM), inactives show at the top dose activity, negative = inhibition, usual class: inhibitors; note: % is set by controls: 0 for no effect and ±100 for the full control effect; nearly all actives have a fitted effect of over 75% in size
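Quantitative HTS format: methyltransferase activity on a biotin-tagged H3K9 peptide is measured by AlphaScreen, using a rabbit anti-monomethyl-H3K9 antibody with streptavidin donor and anti-IgG acceptor beads. Final levels are 20 nM enzyme, 500 nM peptide, 20 uM SAM; 2 h RT.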
Pin1 inhibitor: human Pin1 inhibition | Q13526 | Pin1 FP peptide displacement, HiFluor488, 10 min | Potency, µM (series often up to 115 µM), without a hit: at the highest dose activity, negative = inhibition, actives largely listed as inhibitors | 390,000 tested, 0.009% active | AID 504891; active = well fitted inhibition curve with a large enough effect in the polarisation, with a control signal flat, not every such curve was filed as active; inconclusive = small, poorly fitted or top-dose-only effect, or effect the other way, or a change in a side signal; inactive = no such curve, though single readings can be large or run the other way; the % refers to the polarisation; note: % is set by controls: 0 for no effect and ±100 for the full control effect
BAZ2B inh: inhibitors of human BAZ2B bromodomain. 360,000 tested, 4.4% active. AID 504333. Q9UIF8. Potency, µM (series often up to 114 µM), without a hit: top-dose activity change, negative = inhibition, hits mostly inhibitors. AlphaScreen BAZ2B-H3K14Ac peptide displacement; note: % is set by controls: 0 for no effect and ±100 for the full control effect; nearly all actives have a fitted effect of over 60% in size
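Protein-peptide AlphaScreen: BAZ2B 50 nM, b-H3K14Ac 50 nM, 1x PBS pH 7.4 + 0.01% Tween-20. Preincubation 30 min RT; cpd 30 min RT (top 110 uM); beads 20 min RT, light-protected.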
GLS inhibitor: blocks human kidney-isoform glutaminase activity | O94925 | 410,000 tested, 0.21% active | Potency, µM (highest dose often 45.5 µM), for inactives: at the highest dose activity change, negative = inhibition, most hits filed as inhibitors | GLS enzymatic activity, qHTS titration; note: % is set by controls: 0 for no effect and ±100 for the full control effect
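hKGA in 45 mM KH2PO4 pH 8.2, 0.02% Tween-20 with pin-transferred compounds; 1 mM L-glutamine (stock) plus glutamate oxidase/HRP/Amplex Red coupling added. Fluorescence read initially and after 30 min at RT.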
JMJD2A Tudor inh: inhibitors of human JMJD2A Tudor domain | AlphaScreen JMJD2A-Tudor / H3K4me3 peptide binding | Potency, µM (top dose mostly 114 µM), for inactives: at the highest dose activity change, negative = inhibition, most hits filed as inhibitors | 390,000 tested, 4.4% active | AID 504339; note: % is set by controls: 0 for no effect and ±100 for the full control effect; nearly all actives have a fitted effect of over 50% in size
Target sequence (O75164 whole entry, looked up, the tested form may be a part): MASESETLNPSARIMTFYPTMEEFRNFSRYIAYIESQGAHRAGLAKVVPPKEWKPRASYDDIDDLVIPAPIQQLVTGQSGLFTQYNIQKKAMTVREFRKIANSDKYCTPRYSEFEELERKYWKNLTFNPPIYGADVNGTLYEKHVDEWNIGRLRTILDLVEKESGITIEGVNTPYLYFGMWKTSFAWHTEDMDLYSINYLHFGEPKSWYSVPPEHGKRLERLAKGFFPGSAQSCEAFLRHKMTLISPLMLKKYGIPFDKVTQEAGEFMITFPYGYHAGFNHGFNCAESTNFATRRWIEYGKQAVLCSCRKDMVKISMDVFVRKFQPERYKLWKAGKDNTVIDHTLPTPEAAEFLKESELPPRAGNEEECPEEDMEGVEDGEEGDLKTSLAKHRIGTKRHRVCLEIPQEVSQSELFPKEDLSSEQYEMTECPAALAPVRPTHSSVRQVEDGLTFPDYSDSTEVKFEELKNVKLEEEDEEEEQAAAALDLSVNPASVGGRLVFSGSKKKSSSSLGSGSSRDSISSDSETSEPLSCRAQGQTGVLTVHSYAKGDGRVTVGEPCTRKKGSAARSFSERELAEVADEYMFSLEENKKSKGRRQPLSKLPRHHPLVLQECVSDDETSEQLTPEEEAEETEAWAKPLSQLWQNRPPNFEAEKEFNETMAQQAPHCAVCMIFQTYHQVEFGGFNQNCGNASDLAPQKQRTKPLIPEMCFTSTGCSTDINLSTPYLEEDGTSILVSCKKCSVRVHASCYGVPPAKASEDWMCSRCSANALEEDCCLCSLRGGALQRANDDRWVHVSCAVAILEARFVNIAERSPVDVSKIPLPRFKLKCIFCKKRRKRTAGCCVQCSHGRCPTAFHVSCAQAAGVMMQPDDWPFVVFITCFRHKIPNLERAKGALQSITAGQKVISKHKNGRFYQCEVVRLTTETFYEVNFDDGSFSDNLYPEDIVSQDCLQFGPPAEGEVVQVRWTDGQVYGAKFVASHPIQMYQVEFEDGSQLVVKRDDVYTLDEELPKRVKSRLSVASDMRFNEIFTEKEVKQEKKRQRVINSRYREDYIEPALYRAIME
Pol iota inh: blocks human DNA polymerase iota activity; Q9UNA4; Pol iota fluorescent replication assay, 10 min; Potency, µM (highest dose often 115 µM), without a hit: at the highest dose activity, negative = inhibition, most hits filed as inhibitors; 390,000 tested, 1% active
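Fluorescent replication assay read twice, at 0 min and 10 min after adding 50 nM (final) substrate. Enzyme (10 nM) and compounds were first incubated 15 min at room temperature; enzyme-free buffer wells were negative controls.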
PGK inhibitor: inhibitors of T. brucei phosphoglycerate kinase; PGK/GAPDH coupled, Kinase-Glo luminescence, 60 min; Potency, µM (top dose mostly 57.5 µM), for inactives: at the top dose activity change, negative = inhibition, hits mostly inhibitors; 380,000 tested, 0.043% active; AID 602233; note: % is set by controls: 0 for no effect and ±100 for the full control effect; nearly all actives have a fitted effect of over 60% in size
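Recombinant glycosomal PGK reaction used 1,3-bisphosphoglycerate generated in-well by GAPDH (100nM final) in 100mM TEA pH 7.6, 5mM MgCl2, 0.01% Tween-20. After 60 minutes at room temperature, ATP was read by Kinase-Glo Plus luminescence end-point.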
HP1b chromo inh: blocks HP1-beta chromodomain binding to methylated histone tails; P83916; AlphaScreen HP1-beta / biotin-H3K9me3 peptide binding; Potency, µM (titrated, usually from 114 µM), for the others: at the highest dose activity change, negative = inhibition, hits mostly inhibitors; 390,000 tested, 0.56% active; note: nearly all actives have a fitted effect of over 70% in size; inactives centre near 23
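HP1-beta protein (50 nM final) preincubated 30 min at room temperature with biotinylated H3(1-18)K9me3 peptide (50 nM) in PBS pH 7.4, 0.01% Tween-20, then compound added for 30 min. AlphaScreen streptavidin donor/nickel chelate acceptor beads (10 ug/mL final), 30 min dark, luminescence read.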
BLM helicase inh: Bloom syndrome helicase (human) inhibition | 350,000 tested, 0.2% active | AID 2528 | P54132 | Potency, µM (top dose mostly 56.1 µM), for the others: at the top dose activity change, negative = inhibition, usual class: inhibitors | recombinant BLM DNA unwinding, fluorescence dequenching;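 note: plate controls were vehicle for no effect and no enzyme for full effect; nearly all actives have a fitted effect of over 35% in size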
Numbers without * were called inactive; i = inactive; u = inconclusive; x = not tested or not shown; & = joins results of further samples; [ ] = remark or other dose. Unless noted, calls come from the whole dose curve; as a rule, active = well fitted curve in the direction sought with a large enough effect; inconclusive = small, poorly fitted or top-dose-only effect, or another doubt; inactive = no such curve, though single readings can be large; an effect the other way counts as inactive or inconclusive. Potency is the fitted concentration of half-maximal effect. The list is partial. The share of hits here may be higher or lower than overall.

Structure,G9a block,Pin1 inhibitor,BAZ2B inh,GLS inhibitor,JMJD2A Tudor inh,Pol iota inh,PGK inhibitor,HP1b chromo inh,BLM helicase inh
CC(OC(=O)c1ccccc1C(=O)N(C)Cc1ccccc1)C(=O)NC1(C#N)CCCCC1 (centres undefined),-5%,2%,-4%,-7%,-5%,43%[activator],8%,36%,x
Cc1ccc(C)c(NC(=O)c2nc(S(C)(=O)=O)ncc2N(Cc2ccc(C(C)(C)C)cc2)Cc2ccco2)c1,u,5%,u,1%,-18%,2%,-2%,20%,-12%
Cc1ccc(-n2c(=O)c3c4c(sc3n(Cc3cc(=O)n5ccccc5n3)c2=O)CCC4)cc1C,-34%&12%[59 µM],5%&-3%,3%&-7%,-4%&-1%,-1%&-14%,-24%&18%,-7%,31%&31%,-2%&-2%
COc1ccc(Cl)cc1NC(=O)CCN1C(=O)C2C3C=CC(C4CC34)C2C1=O (centres undefined),-7%,-3%,-15%,4%,-8%,18%,0%,45%[activator],-3%
COc1cc(C(=O)NC(=S)NNC(=O)[C@H]2C[C@@H]2c2ccccc2)cc(OC)c1OC,40µM*,-3%,-1%,15%,-24%,43%[activator],i,15%,-6%
CCN(C[C@H]1N[C@@](CC)(C(=O)OC)[C@H]2C(=O)N(C)C(=O)[C@@H]12)S(=O)(=O)c1ccc(-c2ccccc2)cc1,x,u,x,3%,-31%,-16%,6%,24%,x
CCc1nnc(SCC(=O)Nc2ccccc2)n1CC1CCCO1 (centres undefined),5%,-4%,-2%,1%,-1%,17%,-10%,51%[activator],0%
CC1=C(C(=O)Nc2ccccc2C(=O)NCCCN2CCN(C)CC2)SCCO1,13%,2%,-5%[57.1 µM],10%,-11%,-10%,-4%,12%,0%
CCOC(=O)c1nn(-c2ccccc2)c(=O)cc1OCC(=O)Nc1ccccc1OCC,5%,-4%,7%,-4%,-15%,56%[activator],-2%,33%,x
CC1CCCN(CCCNS(=O)(=O)c2ccc3c(c2)CCN3C(=O)C2CC2)C1 (centres undefined),-5%,-10%,1%,1%,-21%,12%,-1%,19%,0%
Cn1c(=O)n(C)c2cc(NS(=O)(=O)c3ccc4c(c3)CCCC4)ccc21,-33%[12.7 µM],-1%,u,0%,-23%,16%,-8%,3%,-8%
CCOC(=O)c1c(CC(C)C)csc1NC=O,84%[activator],u,-6%,11%,26%,0%,0%,54%[activator],-9%
CCNc1ccc(Br)cc(C(=O)/C=C/c2ccc(Cl)cc2Cl)c1=O,8.9µM*,u,45µM*,15%,45µM*,8.9µM*,3%,u,-23%
CN(C)C(=O)c1ccc(NC(=O)COC(=O)CCN=C2NS(=O)(=O)c3ccccc32)cc1,x,0%,x,1%,2%,13%,2%,30%,x
CSc1nc(-c2ccco2)nn1C(=O)CCc1ccccc1,x,6%,-5%,9%,7%,0%,-5%,46%,1%
O=c1c2sc3ccccc3c2n(Cc2ccc(F)cc2)c(=O)n1Cc1ccco1,-6%[59 µM],-3%,-15%,13%,-15%,-5%,-6%,23%,-5%
NC(=S)N/N=C/c1coc2cc(Br)ccc2c1=O,3%,4%,-3%,u,-4%,41%[activator],-3%,12%,-12%
CC1=CN2C(=N)/C(=C/c3ccc(Sc4ccc(Cl)cc4)o3)C(=O)N=C2S1,27%[59 µM],u,-4%,2%,-6%,2%,-2%,7%,-6%
COc1cc(C2C(=O)N(C3CCCCCC3)CC(=O)N2CCC2=CCCCC2)ccc1OC(C)C (centres undefined),-25%[59 µM],-5%,-4%,-2%,-13%,19%,i,28%,-2%
CCOC(=O)c1c(NC(=O)c2cc(=O)c3c(C)cc(C)cc3o2)sc(C(C)=O)c1C,-1%[59 µM],-3%,3%,-6%,2%,-1%,-9%,37%,-2%
CCOC(=O)c1ccc(N(C(=O)CNC(=O)c2ccco2)C(C(=O)NCC2CCCO2)c2ccc(OC)c(OC)c2)cc1 (centres undefined),-34%,1%,-9%,-9%,-8%,13%,2%,1%,1%
CSc1ccc(CNc2nc3ccccc3n3cnnc23)cc1,26%,-4%,0%,0%,-4%,37%[activator],i,3%,2%
COc1cnn(-c2cccc(C)c2)c(=O)c1Cl,38%,2%,6%,2%,-16%,28%,i,42%[activator],-5%
Cn1nc(C(F)(F)F)c(-c2ccc(Br)cc2)c1NC(=O)c1nccnc1C(=O)O,u,-9%,-24%,-3%,-18%,-1%,-9%,58%[activator],-1%
COC(=O)c1ccc(CN2C(=O)NC3(CCCCC3C)C2=O)o1 (centres undefined),-16%,0%,-1%,-7%,-16%,2%,-3%,33%,-1%
CSCCC(NC(=O)c1ccccc1Cl)C(=O)N1CCCCC1 (centres undefined),-17%[12.7 µM],-2%,12%,1%,-6%,u,-1%,18%,x
COCCn1nnnc1SCC(=O)c1ccccc1,38%[activator][2.33 µM],-6%,4%,0%,0%,5%,-4%,41%[activator],1%
CCN(CC)C(=O)c1cc(-c2ccc3c(c2)OCO3)on1,13%,-3%,1%,20%,-8%,-23%,8%,31%,-1%
O=S(=O)(Nc1ccc(O)cc1)c1cccc2cccnc12,u,-7%,-15%,-17%,u,3%,-6%,7%,9%
CCc1ccc(C(=O)c2cn(CC(=O)Nc3ccc(OC)cc3)c3cc4c(cc3c2=O)OCCO4)cc1,1%[59 µM],-8%,1%,-13%,-12%,15%,-10%,22%,-6%
Cc1ccc(S(=O)(=O)N(C)c2ccccc2C(=O)NC2CCCC2)cc1,3%[59 µM],1%,6%,0%,-10%,37%[activator],-3%,35%,3%
C/C(=N/NS(=O)(=O)c1ccc(C)cc1)[C@H]1C[C@@H]1c1ccccc1,13µM*,2%,1%,-3%,4%,-7%,-7%,43%[activator],-3%
Cc1nn(Cc2ccccc2)c(Cl)c1/C=C/C(=O)OCC(=O)N1CCCC1=O,9%,4%,-3%,14%,4%,76%[activator],0%,22%,u
CCOC(=O)C1NN=C(C(=O)c2ccc(C)cc2)C1c1ccc(C)cc1 (centres undefined),4%[59 µM],17%,-18%,-7%,u,13%,-5%,6%,-9%
Cc1nc2cc(NC(=O)N3c4ccccc4CC3C)ccc2o1 (centres undefined),6%[12.7 µM],3%,2%,22%,-10%,9%,x,23%,-6%
Cc1cc(NC(=O)CSc2nnc(Cc3cccn3C)n2CCc2ccccc2)no1,6%,-1%,u,2%,-23%,25%,-5%,-7%,3%
Fc1ccc(Nc2ncnc3sccc23)cc1,18%[59 µM],4%,2%,12%,-3%,28%,5%,7%,-2%
CCOC(=O)c1c(S(=O)(=O)NC2CCN(C(=O)OCC)CC2)c(C)n(C)c1C,x,3%,-7%,6%,-10%,-17%,8%,13%[57 µM],-7%
COCCn1c(COc2ccccc2)nnc1SCC(N)=O,2%[12.7 µM],-4%,8%,-1%,-10%,7%,-1%,13%,-4%
CC(OC(=O)Cn1[nH]c(=O)c2ccccc2c1=O)C(=O)NC1(C#N)CCCCC1 (centres undefined),22%[12.7 µM],1%,32%[activator],9%,-1%,21%,2%,22%,x
Cc1c(C(=O)NNC(=O)c2csc(N3CCOCC3)n2)cccc1[N+](=O)[O-],21%[12.7 µM],-6%,6%,9%,-9%,41%[activator],-7%,40%[activator],x
COCCOC(=O)c1c(C)oc2ccc(NS(=O)(=O)c3cccs3)cc12,2%,6%,-36%,10%,-31%,-15%,-10%,22%,-11%
COc1ccc(S(=O)(=O)NCCc2c[nH]c3ccccc23)cc1OC,-7%,-2%,1%,0%,-20%,27%,3%,7%,1%
C=C(C)C1CCC2(C(=O)O)CCC3(C)C(CCC4C5(C)C(C=O)C(O)C(C)(C)C5CCC43C)C12 (centres undefined),-16%[59 µM],-1%,-25%,-29%,-22%,-25%,-10%,6%,-10%
CN1CCN(C2Cc3cc(F)ccc3Sc3ccc(Cl)cc32)CC1 (centres undefined),x,13%,x,-18%,u,-24%,-10%,7%,x
COc1ccccc1Cn1c(C(C)C)nc2ccccc21,u,-1%,-13%,3%,-11%,-10%,8%,38%,-7%
CN1CCN(c2nc3c(S(=O)(=O)c4ccccc4)nnn3c3ccsc23)CC1,4%[59 µM],-2%,-23%,0%,-7%,15%,-1%,70%[activator],0%
CC(C)[C@H](NC(=O)[C@@H]1CSC2c3ccccc3C(=O)N21)C(=O)NCC1CCCO1 (some centres undefined),21%,-3%,-1%,-7%,-3%,5%,-7%,44%[activator],1%
CCC(CC)N1CCN(CC2CC=CCC2)CC1 (centres undefined),10µM*,-3%,x,-1%,1.8µM*,27%,i,u,0%
O=C(CN1C(=O)CCc2cc(S(=O)(=O)N3CCOCC3)ccc21)NCc1ccccc1,26%[59 µM],-12%,-6%,6%,-13%,13%,-5%,19%,-6%
CCOC(=O)c1cc(-c2ccccc2)n(CCC(=O)Nc2ccc(C)cc2Cl)c1C,-5%[59 µM],14%,3%,4%,-2%,2%,-3%,43%[activator],0%

Two successive records from above, for reference:
Structure,G9a block,Pin1 inhibitor,BAZ2B inh,GLS inhibitor,JMJD2A Tudor inh,Pol iota inh,PGK inhibitor,HP1b chromo inh,BLM helicase inh
CSCCC(NC(=O)c1ccccc1Cl)C(=O)N1CCCCC1 (centres undefined),-17%[12.7 µM],-2%,12%,1%,-6%,u,-1%,18%,x
COCCn1nnnc1SCC(=O)c1ccccc1,38%[activator][2.33 µM],-6%,4%,0%,0%,5%,-4%,41%[activator],1%
